esBAF inh – blocks esBAF chromatin remodeling in mouse ES cells; 350,000 tested, 2% active; Bmi1-luciferase knock-in reporter, 24 h; 100% = twice the neutral-well signal; reporter increase, % at 12.5 µM; in the data active means activation above about 40%;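 further: 0% = median of the plate's neutral control wells and 100% = double that signal; a rise in the Bmi1 reporter signal indicates esBAF inhibition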
RAD54 inh – inhibitors of human RAD54 branch migration. Q92698. RAD54 Holliday junction branch migration, FAM/BHQ fluorescence. inhibition, % at 10.4 µM. 360,000 tested, 0.14% active;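 active means mean normalized replicate activity at least 40 and at least half of replicates scoring 40 or more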;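 further: 0% = median of neutral control wells and 100% = median of positive control wells; inhibitors cause a drop in the FAM fluorescence signal; in these data hits start at about 50%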
Target sequence (Q92698 whole entry, looked up): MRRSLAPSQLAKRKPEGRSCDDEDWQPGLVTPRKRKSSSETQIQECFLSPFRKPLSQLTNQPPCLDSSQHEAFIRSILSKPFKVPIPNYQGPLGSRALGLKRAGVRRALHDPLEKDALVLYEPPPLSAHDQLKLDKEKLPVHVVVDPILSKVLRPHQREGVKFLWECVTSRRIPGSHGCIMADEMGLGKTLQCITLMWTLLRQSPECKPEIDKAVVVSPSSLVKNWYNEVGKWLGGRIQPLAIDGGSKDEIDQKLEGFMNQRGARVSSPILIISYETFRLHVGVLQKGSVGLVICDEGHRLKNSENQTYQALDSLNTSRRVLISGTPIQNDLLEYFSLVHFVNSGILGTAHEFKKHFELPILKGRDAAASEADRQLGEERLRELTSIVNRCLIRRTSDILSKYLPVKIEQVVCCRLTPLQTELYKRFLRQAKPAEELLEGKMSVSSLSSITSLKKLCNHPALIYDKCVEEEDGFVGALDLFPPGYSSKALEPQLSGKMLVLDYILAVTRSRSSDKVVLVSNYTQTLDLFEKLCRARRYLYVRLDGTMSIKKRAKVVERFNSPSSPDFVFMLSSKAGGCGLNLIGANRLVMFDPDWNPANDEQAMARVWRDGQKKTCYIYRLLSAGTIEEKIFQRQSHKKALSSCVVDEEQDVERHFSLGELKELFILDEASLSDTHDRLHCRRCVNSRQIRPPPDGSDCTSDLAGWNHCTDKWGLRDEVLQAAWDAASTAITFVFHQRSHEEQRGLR
Numbers without * were called inactive; & = joins results of further samples; ! = not active in a repeat. This is a subset, so the mix of outcomes need not match the whole.

SMILES	esBAF inh	RAD54 inh
CC1CCCCN1CC(=O)Nc1ccc(Oc2ccccc2)cc1 (centres undefined)	4	-8
O=C(CN1CCN(c2ccccn2)CC1)NC1CCCCC1	1	-5
CCCCOC(=O)CCn1c(=S)oc2ccccc21	-2	-20
CC1Cc2ccccc2N1c1ncnc2c1nnn2Cc1ccccc1 (centres undefined)	1	3
Cc1occc1C(=O)NC1CCCCCC1	12	-1
COC(=O)c1sc2ncccc2c1OCc1c(Cl)cccc1Cl	-5	-1
Cn1c(C(N)=O)cnc1Sc1ncc(C(F)(F)F)cc1Cl	12	15
Cc1nnc(-c2cnn(-c3ccccc3)c2N)n1Cc1ccccc1	3	9
O=C(c1cccs1)N1CCc2c([nH]c3ccccc23)C1c1ccc(Cl)cc1 (centres undefined)	-6	3
COc1ccc(-c2nnc(SCc3nnc(-c4ccc(Cl)cc4)o3)n2-c2ccccc2)cc1	14	-5
Cc1ccc(S(=O)(=O)NCCCOC(=O)Nc2ccncc2)cc1	7	1
COC(=O)c1ccccc1NC(=O)C(C)NS(=O)(=O)c1ccc(OC)cc1 (centres undefined)	-4	4
NC(=O)CSc1nnnn1-c1ccc2c(c1)OCCO2	-3	2
CCCCCC(=O)N/N=C(\C)c1ccc(Cl)cc1	7	-4
CCOC(=O)C(NC(=O)Nc1ccccc1)(OCC)C(F)(F)F (centres undefined)	-8	-5
CCN(CC)S(=O)(=O)c1ccc(C(=O)OC2CCCCC2CN(C)C)cc1 (centres undefined)	1	-3
Clc1ccc(-c2noc(CSc3nnc(-c4ccncc4)n3-c3ccccc3)n2)cc1	5	-2
Cc1ccc(CC2CC(=O)N(c3ccc4c(c3)OCCO4)C2=O)cc1 (centres undefined)	11	-1
Cc1ccccc1NC(=O)C1CCC(C)(C(=O)O)C1(C)C (centres undefined)	-10	2
CCc1nnc(NS(=O)(=O)c2ccc(N=Cc3c(C)[nH]n(-c4ccc(C)cc4)c3=O)cc2)s1	5	-14
Cc1ccc(N2CCN(S(=O)(=O)c3ccc4c(c3)n(C)c(=O)c(=O)n4C)CC2C)cc1 (centres undefined)	3	-9
COCCn1c(-c2ccc(OC)c(OC)c2)nc2ccccc21	16	2
CCOc1ccc(S(=O)(=O)Nc2nc3ccccc3nc2N2CCN(C)CC2)cc1	-21	8
CC(=O)Nc1ccc(C(=O)CSc2ncn(-c3ccccc3)n2)cc1	17	1
CC(C)(C)c1nn(-c2ccccc2)c2[nH]c(=O)c(CNCc3ccc4c(c3)OCO4)cc12	4	4
COc1cccc(N2CCN(C3OC(=O)c4ccccc43)CC2)c1 (centres undefined)	0	-1
C=CCn1c(CSc2nc3ccccc3s2)nnc1SCC(=O)NCc1ccccc1	2	1
O=C(CSc1nnc(-c2ccccc2Cl)o1)Nc1ccc2c(c1)OCCO2	16	-7
C(#CCN1CCOCC1)COC(c1ccccc1)c1ccccc1	-1	-14
Cc1cc2sc(C(=O)O)c(C)c2s1	-6	3
COc1ccc(/C=N/n2cc(-c3ccccc3)nc2N)cc1	27	2
C=CCn1cnc2scc(-c3ccc(CC)cc3)c2c1=O	-5	6
CC(=O)c1cccc(NS(=O)(=O)N2CCCCC2)c1	-2	-4
Nn1c(Nc2ccccc2)nc2ccccc21	65*	3
CCOC(=O)c1c(C)[nH]c(C(=O)COC(=O)c2ccncc2)c1C	5	0
CN=c1scc(C)n1/N=C/c1ccc(O)cc1	26	8
CCCCN(CCCC)C(=O)c1ccccc1NC(=O)CN1C(=O)c2ccccc2C1=O	-3	-4
Cc1csc2nc3ccccc3c(=O)n12	14	10
CCOC(=O)c1ccccc1NC(=O)CSc1cccc[n+]1[O-]	-2	8
CCCS(=O)(=O)N1CCCC(C(=O)NCC2CCCO2)C1 (centres undefined)	-15	6

Fetched by compound from the entries so far (three):
SMILES	esBAF inh	RAD54 inh
CCCS(=O)(=O)N1CCCC(C(=O)NCC2CCCO2)C1 (centres undefined)	-15	6
COc1ccc(/C=N/n2cc(-c3ccccc3)nc2N)cc1	27	2
CCOC(=O)c1c(C)[nH]c(C(=O)COC(=O)c2ccncc2)c1C	5	0

Next entries follow:
SMILES	esBAF inh	RAD54 inh
CCC(C)(C)C1CCC2(CC1)NC(=O)N(CC(=O)Nc1nc(-c3ccc(C)cc3)cs1)C2=O (centres undefined)	-5	5
CC(C)OCC(O)CS(=O)Cc1ccccc1 (centres undefined)	0	1
COC(=O)CSc1nnc(-c2ccco2)o1	0	-2
CCN(Cc1ccccc1)C(c1cc2cc(C)ccc2[nH]c1=O)c1nnnn1CCOC (centres undefined)	9	-2
C=CCn1nnnc1SCC(=O)Nc1cccc(OC)c1	0	-24
CCOC(=O)CNc1nnc(SCC(=O)OCC)[nH]c1=O	-5	-5
Cc1ccc(-c2nnc(N(C)C(=O)c3cccnc3)s2)cn1	8	-8
CC1=C(C(=O)Nc2ccc(C)cc2C)C(c2ccc(C)o2)NC(=O)N1 (centres undefined)	1	-11
CC(C)OC(=O)[C@H]1[C@H](c2ccc(Cl)cc2)[C@@](C#N)(C(N)=O)[C@@H]2C=CC(C(N)=O)=CN21	0	-17
O=C(N(c1ccccc1)c1ccccc1)n1ccnc1	3	1
CCOC(=O)C1=C(c2ccccc2)N=C2SCC(=O)N2C1c1ccc(OCC)c(OCC)c1 (centres undefined)	-11	-6
COCCCNS(=O)(=O)c1ccc2c3c(cccc13)C(=O)S2	1	11
COC(=O)c1ccc(C(=O)OC)c(NS(=O)(=O)c2ccc(NC(C)=O)cc2)c1	-2	-12
COc1ccccc1C1CC(c2c(-c3ccccc3)c3cc(Cl)ccc3[nH]c2=O)=NN1S(C)(=O)=O (centres undefined)	-3	-3
O=C(Nc1ccc(Cl)cc1)C1CC2CCCC(C1)C2=O (centres undefined)	3	4
Cc1ccc2oc(=O)n(Cc3ccc(F)cc3)c2c1	4	2
COc1ccc(/C=N/n2c(C)nnc2C)c(OC)c1	-17	-13
CCCS(=O)(=O)N1CCC(C(=O)N2CCc3ccccc3C2)CC1	3	4
Cc1cc2oc(=O)cc(Cn3ccnc3)c2cc1O	3	6
COc1cc(NC(=O)c2ccco2)c(OC)cc1NC(=O)Nc1ccc(Cl)cc1	3	5
COc1cc(NC(=O)c2ccc3c(c2)OCO3)ccc1NC(=O)c1ccco1	3	18
O=C(c1ccccc1)c1ccccc1C(=O)N1CCCC1	-1	2
CCC(C)(C)NC(=O)CC(c1ccc(OC)cc1)n1cccc1 (centres undefined)	-10	3
O=C(NC(=S)Nc1ccc2[nH]ncc2c1)c1ccccc1	66*	1
CSc1ccc(S(=O)(=O)NCCSC(C)(C)C)cc1	7	4
O=C(CCC1COc2ccccc2O1)NCC1COc2ccccc2O1 (centres undefined)	-5	-6
COc1cc(/C=N/N2C(=O)c3ccccc3NC2(C)c2cccc([N+](=O)[O-])c2)cc(Br)c1O (centres undefined)	12	2
CC(C)(C)c1nc2scc(-c3cccs3)c2c(=O)o1	-10	-12
C=CCOn1c(=O)c(-c2cc3ccccc3o2)[n+]([O-])c2ccccc21	54*	-2
Cc1ccccc1C(=O)c1cccn1CC(=O)NCCN1CCN(c2cccc(C)c2C)CC1	-12	4
O=C(NCc1ccccc1Cl)c1cnn2cccnc12	2	3
O=C(Nc1ccc2c(c1)OCCO2)c1cc2sccc2n1Cc1ccccc1	49*	-3
CCC(=O)Nc1c(C(=O)N2CCCCCC2)cnn1-c1ccc(C)c(C)c1	5	6
O=C(Nc1ccc(S(=O)(=O)NCc2ccccc2)cc1)c1ccc(Br)o1	8	1
COc1ccc(NC(=O)CN(C)S(=O)(=O)c2cccs2)cc1	49*	3
CCOc1ccc(-c2cc(C(=O)Nc3ccc4c(c3)OCCO4)c3ccccc3n2)cc1	26	9
CCCNC(=O)c1cc2c(C(F)(F)F)nn(C)c2s1	-16	-2
CC1CCN(C(c2ccc(N(C)C)cc2)c2nnnn2Cc2ccccc2)CC1 (centres undefined)	-1	-12
CC(C)CNC(=O)C(=O)NC1CCCC1	14	-16
CC(C)=CCc1c(C)nc2ccccc2c1C(=O)O	-4	4
O=C(C/C=N\OCc1c(Cl)cccc1Cl)Oc1ccc(Cl)cc1Cl	-9	4
COc1ccc(OC)c(N(CC(=O)N2CCN(c3cc(Cl)ccc3C)CC2)S(C)(=O)=O)c1	0	8
O=C1CC(c2ccco2)Cc2nc(Nc3ccc(F)cc3)ncc21 (centres undefined)	-1	-2
CN1C(=O)c2ccccc2C(C(=O)O)C1c1cccc(F)c1 (centres undefined)	-7	-4
CC(=O)c1cn(CC(=O)Nc2ccc(C)cc2C)c2ccccc12	-47	-7
CC1(COS(N)(=O)=O)CCCCC1	-7	1
Cc1cc(C)n(C(=O)CCNC(=O)c2ccccc2Cl)n1	-6	-16
Cc1cccc(-c2noc(CN(C(=O)c3ccc(Br)o3)C(C)C)n2)c1	2	0
O=C(NCc1ccncc1)C12CC3CC(CC(C3)C1)C2	-2	3
CN(Cc1ccco1)S(=O)(=O)c1nnc(NC(=O)c2ccccc2)s1	16	-6

Compounds from the list above containing fluorine, in the order listed:
SMILES	esBAF inh	RAD54 inh
Cn1c(C(N)=O)cnc1Sc1ncc(C(F)(F)F)cc1Cl	12	15
CCOC(=O)C(NC(=O)Nc1ccccc1)(OCC)C(F)(F)F (centres undefined)	-8	-5
Cc1ccc2oc(=O)n(Cc3ccc(F)cc3)c2c1	4	2
CCCNC(=O)c1cc2c(C(F)(F)F)nn(C)c2s1	-16	-2
O=C1CC(c2ccco2)Cc2nc(Nc3ccc(F)cc3)ncc21 (centres undefined)	-1	-2
CN1C(=O)c2ccccc2C(C(=O)O)C1c1cccc(F)c1 (centres undefined)	-7	-4

Returning to the listing, starting 3 compounds before the break.
SMILES	esBAF inh	RAD54 inh
Cc1cccc(-c2noc(CN(C(=O)c3ccc(Br)o3)C(C)C)n2)c1	2	0
O=C(NCc1ccncc1)C12CC3CC(CC(C3)C1)C2	-2	3
CN(Cc1ccco1)S(=O)(=O)c1nnc(NC(=O)c2ccccc2)s1	16	-6
Cc1cc(NCCCN2CCOCC2)n2ncc(-c3ccccc3)c2n1	23	11
COc1ccc(Cc2nnc(SC)n2-c2ccc(F)cc2)cc1OC	-5	6
Cc1c(NS(=O)(=O)c2cccc(C(=O)NCc3ccncc3)c2)c(=O)n(-c2ccccc2)n1C	-6	7
CCSc1nc2ccccc2n1CCC(=O)O	-7	-14
COc1ccc(C(=O)C2CN(c3ccccc3)CC2c2ccc(Cl)cc2)cc1 (centres undefined)	-10	0
COc1ccccc1N(CC(=O)NC1CCCC1)C(=O)CCC(=O)Nc1cc(C)on1	-6	0
O=C(Nc1ccccc1)N1CCCN(Cc2ccccc2F)C1	-1	-6
O=C(CCN1C(=O)C2CC=C(Cl)CC2C1=O)NCc1ccccc1 (centres undefined)	-2	5
CCCS(=O)(=O)N1CCN(Cc2ccc(OCc3ccccc3)c(OC)c2)CC1	2	-4
Cn1c(=O)n(Cc2ccc(F)cc2)c(=O)c2c1nc1n2CCCN1Cc1ccccc1	-1	-11
CCOC(=O)N1CCN(C(=O)c2cccc(NC(=O)c3ccco3)c2)CC1	-1	-2
CCCCCCCCCCOC(=O)Cn1c(COc2ccc(OC)cc2)[n+](C)c2ccccc21	-46&-3	58*!
O=C(Nc1nn(Cc2ccccc2F)cc1Br)c1cccs1	3	-2
CCn1c(SCc2ccc(C(=O)Nc3nccs3)cc2)nnc1-c1ccc(N)cc1	14	4
Cc1ccc(NC(=O)CCC(=O)NNC(=O)c2cccc([N+](=O)[O-])c2)cc1C	-6	9
O=C(Cn1cnc2sc(-c3ccccc3)cc2c1=O)NCc1ccco1	-8	-6
COCCNc1nc(C)cc(-c2cc(C(=O)Nc3ccccc3)on2)n1	-5	7
CC(C)(C)NC(=O)c1sccc1C(=O)O	-3	8
Nc1nc2c3ccccc3nc(C3CC3)n2n1	1	4
O=C(Nc1c(Cl)cc(Cl)cc1C(=O)NCc1cccnc1)c1ccc(Cl)cc1Cl	9	-1
COC(=O)[C@@H](NC(=O)Nc1ccccc1F)C(C)C	3	-9
COc1ccccc1-n1nnnc1S(=O)(=O)Cc1ccc(Cl)cc1	15	8
Fc1cccc2sc(Nc3nnc(-c4ccccc4)o3)nc12	36	8
Cc1nn(Cc2ccc(C(=O)Nc3nc4c(C)cccc4s3)o2)c(C)c1Br	-7	-12
Cc1cc(C)n(CC(O)CN(c2cccc([N+](=O)[O-])c2)S(=O)(=O)c2ccccc2)n1 (centres undefined)	3	-2
Cc1occc1C(=O)NNC(=O)NC12CC3CC(CC(C3)C1)C2	4	-21
O=C(O)C1CCN(S(=O)(=O)c2cccnc2)CC1	-8	-2
[O-]/[N+](=C\c1ccc(OC(F)F)cc1)c1ccccc1	19	10
CC1(C)CC(=O)C2=C(C1)NC(=O)CC2c1cc(F)ccc1F (centres undefined)	-2	0
O=C(Cn1nc(C(F)(F)F)c2c1CCCCC2)N1CCOCC1	0	-13
COc1ccc2[nH]c3ccccc3c2c1	17	-1
COc1ccc(N2CCN(C(=O)CCNS(=O)(=O)c3ccc(Br)s3)CC2)cc1	-4	5
O=C(c1cccc(F)c1)N1CCN(c2ccc([N+](=O)[O-])c(N3CCCCC3)c2)CC1	7	-3
CCCCC(=O)O	-6	-7
CCc1nc2sc3c(c2c(=O)n1N)CCC3	3	4
CCN(CC)CCCn1c(C)cc2c(c1=O)C(c1cc(OC)c(OC)cc1OC)C(C#N)=C(N)O2 (centres undefined)	7	-3
C[C@H](NC(=O)NC1CCCc2ccccc21)C(=O)O (some centres undefined)	6	-6
O=C(Cc1c[nH]c2ccccc12)Nc1nc2ccccc2[nH]1	5	-1
N#Cc1sc2nc3c(c(-c4ccco4)c2c1N)CCCC3	-13	9
